Assay outcomes (PubChem)
XIAP displacement: XIAP antagonists, biochemical, IAP family, fluorescence polarization (AID 1018); XIAP BIR domain, fluorescence polarization peptide displacement; higher % means a stronger effect; displacement, % at 20 µM, or IC50 in µM where a hit was titrated; 200,000 tested, 0.007% active; in the data active = displacement above about 50%; note: a part of the inactive calls stands beside numbers as strong as those of hits
RSV CPE inhibition: inhibition of RSV-induced cytopathic effect – HEp-2 cells, primary 10 µM value included (AID 2391). HEp-2 cells, RSV-induced CPE inhibition; higher % means a stronger effect. CPE inhibition, % at 10 µM; hits with a dose series show IC50 in µM. 310,000 tested, 0.13% active; in the data active = a potency from the dose series; inconclusive = CPE inhibition mostly from about 23% at the one dose, without a potency; inactive = the rest, 99 in 100 with CPE inhibition below about 21%; note: strong numbers were not always called active
Myeloid diff MLP: myeloid differentiation induction | ER-HoxA9 myeloid progenitors, lysozyme-GFP differentiation, flow cytometry | calls only at 10 µM | 360,000 tested, 1% active;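 active = normalized GFP-positive differentiation at or above the plate's own cutoff, the solvent-only control mean plus 3 SD; inconclusive = no clear call, values can overlap the other calls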;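 note: cells exposed to compound for four days before flow analysis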
TNAP activation fold: stimulation of alkaline phosphatase TNAP activity – biochemical, luminescent, no phosphate acceptor, uHTS, primary screen (AID 1001) | 200,000 tested, 0.03% active | purified TNAP, luminescent activation assay, no phosphate acceptor; higher activation fold means a stronger effect | activation fold at 20 µM, or EC50 in µM where a hit was titrated; in the data active = activation fold from about 3, or a potency from the dose series; inactive = the rest, 99 in 100 with activation fold below about 1.6; note: many of its hits are not listed in these tables
SIAH1 antagonists: blockers of Siah-1 interaction with plectin peptide – biochemical, fluorescence polarization, rhodamine-plectin, uHTS, primary screen (AID 1817); Siah-1 / rhodamine-plectin peptide fluorescence polarization; higher % means a stronger effect; displacement, % at 20 µM, or IC50 in µM where a hit was titrated; 290,000 tested, 0.02% active;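 active = displacement of at least 50% at 20 µM, with a fluorescence ratio check between 0.3 and a set limit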;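 note: plate controls were Siah plus tracer with DMSO for no effect and tracer alone without Siah for full effect; strong numbers were not always called active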
Salmonella PhoP GFP: PhoP-dependent GFP reporter repression – Salmonella Typhimurium, primary screen (AID 1863); S. Typhimurium PhoP-regulated promoter GFP reporter, 4 h; higher % means a stronger effect; one-dose inhibition, % at 50 µM; IC50 in µM for titrated hits; 300,000 tested, 0.16% active;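 active = inhibition over 29.93%, a cutoff 3 SD above the screen mean, later confirmed by dose response; inconclusive = inhibition over 29.93% but no dose response follow-up; inactive = inhibition at most 29.93% or unconfirmed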;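 note: 0% = low Mg2+ inducing control and 100% = high Mg2+ repressing control; strong numbers were not always called active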
human PMI inhibitors: human PMI inhibitors, high substrate, primary screen, biochemical, fluorescence intensity, high mannose 6-phosphate (AID 1220); recombinant PMI enzyme, coupled fluorescence intensity; higher % means a stronger effect; 190,000 tested, 0.66% active; inhibition, % at 20 µM, or IC50 in µM where a hit was titrated
WT yeast gro inh: growth inhibition of WT yeast, mitochondrial fusion screen. mitochondrial fusion phenotypic screen, WT strain. inhibition, % at 10 µM. 190,000 tested, 2.1% active. AID 1362; in the data active = inhibition above about 58%; tested in S. cerevisiae
PMI inhibitors: MPI enzyme activity inhibition – biochemical, fluorescence intensity, coupled assay, primary screen (AID 1209). inhibition, % at 20 µM; hits with a dose series show IC50 in µM. purified PMI enzyme, coupled fluorescence intensity; higher % means a stronger effect. 190,000 tested, 0.42% active;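 note: plate controls were DMSO vehicle for no effect and wells lacking substrate for full effect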
WT yeast gro inh mutant strain: recorded beside WT yeast gro inh, whose call it bears; inhibition, %; mitochondrial fusion phenotypic screen, mutant strain inhibition
Myeloid diff MLP GFP+ MAC1+ %: second read-out of Myeloid diff MLP, no call of its own (marks repeat the call); GFP+ MAC1+ double positive, %; measured here: differentiation confirmed by MAC1 staining
An asterisk follows results filed as active; i = inactive; ? = inconclusive; nt = not tested or not shown. Cut-off read from the data, not from the text of the source, unless noted: active = inhibition above about 50%; inactive = the rest.

SMILES | XIAP displacement | RSV CPE inhibition | Myeloid diff MLP | Myeloid diff MLP GFP+ MAC1+ % | TNAP activation fold | SIAH1 antagonists | Salmonella PhoP GFP | human PMI inhibitors | WT yeast gro inh | WT yeast gro inh mutant strain | PMI inhibitors
CCCNC(=O)CSC1=N/C(=C/c2ccc(F)cc2)C(=O)N1CC | -4.8% | 0.3% | i | 0.6 | 1 | 2.6% | -29.2% | 2.6% | -26.5 | -18.2 | 4.2%
Cc1nnc(Nc2ccc3c(c2)OCO3)c2ccccc12 | 0.1% | 0.7% | nt | nt | 1.1 | 3.8% | 12.4% | 0.9% | 0.0 | 2.5 | -5.1%
O=C1NCCCC1C(=O)N/N=C/c1cccc(Cl)c1 (stereo unspecified) | nt | 0.8% | i | 0.3 | nt | -2.5% | 8.7% | nt | nt | nt | nt
CC(=O)Oc1ccc2nc(-c3ccc(Br)o3)oc(=O)c2c1 | nt | 0.1% | i | 0.6 | nt | 2.3% | -2.5% | nt | nt | nt | nt
Cc1cc(-c2ccn[nH]2)c(C)s1 | -5.7% | 0.9% | i | 0.3 | 1.1 | 11.1% | 1.2% | -8.1% | 5.4 | 13.6 | 4.4%
Cc1cccc(N2CCN(C(=O)c3ccc(CNc4c(N5CCC(C)CC5)c(=O)c4=O)cc3)CC2C)c1 (stereo unspecified) | -4.0% | 8.8% | i | 0.4 | 1.2 | 2.0% | 9.9% | 4.9% | -0.1 | 5.2 | 2.9%
O=C(NCCN1CCOCC1)c1cc(-c2ccccc2)on1 | -1.1% | -3.1% | i | 1.5 | 1.1 | 1.7% | 5.8% | 9.4% | 15.1 | 4.8 | 8.6%
COc1ccc(-c2cc(C)no2)cc1S(=O)(=O)NCCCN1CCCCCC1 | nt | -3.0% | i | 0.4 | nt | -1.3% | -3.8% | nt | nt | nt | nt
Nc1ccn(Cc2cccc(Cl)c2)n1 | -5.2% | 1.8% | i | 0.3 | 1.1 | 3.1% | 5.4% | -3.5% | -21.0 | -9.9 | -5.8%
Cc1ccc(NCc2ccc(O)c3ncccc23)cc1C | 6.5% | 5.1% | i | 0.4 | 1.1 | -4.4% | 3.1% | nt | -13.5 | -12.4 | 55.8%*
COc1cc(OC)cc(C(=O)NNC(=S)NCc2ccco2)c1 | -3.1% | 3.2% | i | 0.5 | 2.4 | 0.3% | 0.9% | -10.1% | -13.4 | 4.6 | -11.2%
Cc1nn2c(CN(C(=O)COc3ccccc3)c3ccccc3)nnc2c2ccccc12 | -6.0% | 5.5% | i | 0.9 | 1.1 | 2.2% | -7.7% | 4.6% | -9.5 | 5.1 | 16.5%
COc1ccc(C2N3CC4(C)CN2CC(C)(C3)C4)cc1OC (stereo unspecified) | -5.2% | 0.4% | i | 0.7 | 0.9 | 0.1% | 23.9% | -1.0% | 1.3 | 2.0 | -6.3%
COc1ccc(NC(=O)CN(C)C(=O)c2ccccc2OC)cc1 | nt | 2.7% | i | 0.5 | nt | 0.8% | 4.7% | nt | nt | nt | nt
Cc1cccc(C)c1NC(=O)Cn1nnc(-c2ccc(CN3CCC(C)CC3)cc2)n1 | -7.0% | -2.4% | i | 0.6 | 1.1 | 0.2% | 5.2% | 8.7% | -5.3 | 8.8 | 2.8%

The last 5 compounds of the section before open the next one:
SMILES | XIAP displacement | RSV CPE inhibition | Myeloid diff MLP | Myeloid diff MLP GFP+ MAC1+ % | TNAP activation fold | SIAH1 antagonists | Salmonella PhoP GFP | human PMI inhibitors | WT yeast gro inh | WT yeast gro inh mutant strain | PMI inhibitors
COc1cc(OC)cc(C(=O)NNC(=S)NCc2ccco2)c1 | -3.1% | 3.2% | i | 0.5 | 2.4 | 0.3% | 0.9% | -10.1% | -13.4 | 4.6 | -11.2%
Cc1nn2c(CN(C(=O)COc3ccccc3)c3ccccc3)nnc2c2ccccc12 | -6.0% | 5.5% | i | 0.9 | 1.1 | 2.2% | -7.7% | 4.6% | -9.5 | 5.1 | 16.5%
COc1ccc(C2N3CC4(C)CN2CC(C)(C3)C4)cc1OC (stereo unspecified) | -5.2% | 0.4% | i | 0.7 | 0.9 | 0.1% | 23.9% | -1.0% | 1.3 | 2.0 | -6.3%
COc1ccc(NC(=O)CN(C)C(=O)c2ccccc2OC)cc1 | nt | 2.7% | i | 0.5 | nt | 0.8% | 4.7% | nt | nt | nt | nt
Cc1cccc(C)c1NC(=O)Cn1nnc(-c2ccc(CN3CCC(C)CC3)cc2)n1 | -7.0% | -2.4% | i | 0.6 | 1.1 | 0.2% | 5.2% | 8.7% | -5.3 | 8.8 | 2.8%
CCN(CC)C(=O)c1ccc2nc(-c3ccccc3)c(-c3ccccc3)nc2c1 | -5.6% | 11.1% | i | 0.3 | 1.1 | -3.7% | 8.3% | 7.1% | 0.1 | -15.2 | 14.5%
O=C1CN(C(=O)c2ccccc2)C(c2ccccc2)c2cc(F)ccc2N1 (stereo unspecified) | nt | 5.3% | i | 0.7 | nt | 2.9% | 8.9% | nt | nt | nt | nt
O=C(/C=C/c1ccccc1)N1CCN(C(=O)c2ccco2)CC1 | -1.6% | -0.3% | i | 8.4 | 1.1 | -0.2% | -4.6% | -0.4% | -9.4 | -11.6 | -2.2%
Cc1cc(/C=N/O)c(C)n1-c1ccc(Br)cc1 | -6.4% | 15.4% | i | 0.4 | 1 | -3.1% | 16.5% | -49.9% | 0.2 | 3.2 | -42.7%
Cc1nc(SCc2ccccc2)c2ccsc2n1 | -3.1% | 15.7% | i | 0.5 | 1.1 | 10.9% | 1.9% | -1.7% | 41.0 | 12.6 | 0.3%
CCNC(=O)CC1SC(=Nc2cccc3ccccc23)N(C)C1=O (stereo unspecified) | -3.1% | 1.9% | i | 0.1 | 1.1 | 1.4% | -16.1% | 27.1% | -11.5 | -7.0 | 8.0%
O=C(C1=C(O)C(=O)N(Cc2ccco2)C1c1cccc(O)c1)c1ccco1 (stereo unspecified) | nt | 2.5% | i | 1.8 | nt | 2.7% | 2.4% | nt | nt | nt | nt
COC(=O)[C@H](CCSC)NC(=O)Nc1ccc(C)c(C)c1 | -2.4% | 2.0% | i | 0.7 | 1 | 1.5% | 7.5% | -2.1% | -2.8 | -12.7 | -9.4%
S=c1[nH]nc(-c2ccccc2)n1CC1CCCO1 (stereo unspecified) | -5.5% | 2.7% | i | 0.8 | 0.8 | -7.3% | -8.4% | -10.5% | 24.1 | 32.0 | 7.4%
COc1ccc(S(=O)(=O)Nc2nccs2)cc1OC | -5.4% | 1.8% | i | 0.3 | 1.1 | -10.3% | 4.3% | -12.1% | 9.5 | -14.1 | -7.4%
CCCOc1ccc(/C=C/c2[nH]c(=O)[nH]c(=O)c2[N+](=O)[O-])cc1OCC | nt | ? | i | 1.5 | nt | 9.0% | -19.4% | nt | nt | nt | nt
COc1ccc(S(=O)(=O)Nc2ccc3c(c2)OCO3)cc1C(=O)O | -5.3% | -0.2% | i | 2.4 | 1.1 | 1.0% | -3.7% | 5.4% | 6.7 | -1.4 | 4.7%
NC(=S)NNC(=O)c1cc(C(F)(F)F)cc(C(F)(F)F)c1 | nt | 4.9% | i | 0.5 | nt | 7.2% | -13.7% | nt | nt | nt | nt
CCN(CC(=O)NC1CCS(=O)(=O)C1)C(=O)/C=C/c1cccs1 (stereo unspecified) | -7.5% | 0.2% | i | 0.3 | 1 | 8.1% | 6.0% | -0.6% | 6.9 | 7.2 | 0.1%
O=C(Cc1ccc(Cl)cc1)N/N=C/c1cccc(O)c1 | nt | 0.1% | i | 1.0 | nt | 9.7% | 9.8% | nt | nt | nt | nt
O=C(/C=C/c1cccc([N+](=O)[O-])c1)NCc1cccnc1 | -0.7% | 5.2% | i | 0.9 | 1.1 | 3.1% | 3.1% | -3.5% | -17.0 | -8.1 | -0.3%
Cc1ccccc1C(=O)NC(=S)Nc1cccc(NC(=O)C(C)C)c1 | -5.2% | 1.4% | i | 0.1 | 1 | 7.6% | -0.8% | 18.0% | 6.0 | 5.3 | 8.3%
Cc1[nH]c2ccccc2c1/C=N/NC(=O)CNC(=O)c1cccs1 | nt | 3.4% | i | 0.6 | nt | -3.8% | -4.6% | nt | nt | nt | nt
CN(C)S(=O)(=O)c1ccc(NC(=S)NC(=O)C2CCC2)cc1 | nt | -0.3% | i | 1.4 | nt | -0.7% | -5.5% | nt | nt | nt | nt
COC(=O)CNC(=O)COC(=O)/C=C/c1cccs1 | nt | 1.8% | i | 0.3 | nt | -6.5% | -0.4% | nt | nt | nt | nt
Cc1cc(=O)c2c(o1)CC(C)(C)CC2=O | -7.3% | 0.8% | i | 4.0 | 1 | -4.3% | -6.8% | -2.7% | 6.0 | 19.4 | 1.8%
O=C1CCCN1c1ccc(S(=O)(=O)N2CCCCC2)cc1[N+](=O)[O-] | -3.8% | -0.2% | i | 0.4 | 1.1 | 1.7% | -5.2% | -2.3% | -5.5 | -5.2 | -0.9%
CC(=O)Nc1ccc(S(=O)(=O)NCC2CCC(C(=O)NCCCN(C)Cc3ccccc3)CC2)cc1 (stereo unspecified) | nt | -0.1% | i | 7.8 | nt | -1.3% | 3.4% | nt | nt | nt | nt
CC(C)n1cnc2c(Nc3cccc(Cl)c3)nc(N(CCO)CCCO)nc21 | nt | -4.2% | ? | nt | nt | -4.3% | -5.1% | nt | nt | nt | nt
O=c1cc2c(nn1Cc1cccc([N+](=O)[O-])c1)-c1ccccc1CC2 | -7.6% | ? | i | 0.8 | 1 | 4.3% | 2.9% | 7.6% | 25.8 | 6.9 | 4.7%
COc1ccc(C(=O)N/N=C(\C)c2ccc3c(c2)C2C=CCC2C(c2ccccc2)N3)cc1 (stereo unspecified) | -8.6% | 3.3% | i | 2.8 | 1.1 | -1.6% | 4.5% | -62.9% | 9.4 | 11.2 | -36.2%
O=C1Nc2ccccc2/C1=C/c1ccc([N+](=O)[O-])cc1 | nt | 0.8% | i | 0.4 | nt | -2.0% | 2.4% | nt | nt | nt | nt
COCCOC(=O)c1[nH]c2c(c1C)C(=O)CC(c1ccccc1)C2 (stereo unspecified) | -3.0% | 0.6% | nt | nt | 1 | -1.4% | -2.7% | 8.6% | 5.3 | 0.8 | 9.6%
CCOC(=O)C1CCCN(C(=O)CSc2nc(C)cc(C)n2)C1 (stereo unspecified) | nt | 0.2% | i | 0.7 | nt | -0.5% | -2.9% | nt | nt | nt | nt
CCOC(=O)C1NC(=O)CC1c1ccccc1 (stereo unspecified) | -2.4% | 0.9% | i | 1.0 | 0.9 | -4.1% | -7.6% | -7.1% | -34.0 | -6.6 | -12.5%
Cc1cc(C)cc(N(C(=O)c2csnn2)C(C(=O)NC2CCCCC2)c2cccnc2)c1 (stereo unspecified) | nt | -0.6% | i | 0.1 | nt | -4.6% | 1.3% | nt | nt | nt | nt
O=C(Nc1ccccc1C(F)(F)F)C1CC(=O)N(c2ccccc2F)C1 (stereo unspecified) | -1.0% | 1.5% | i | 0.7 | 1.1 | 3.6% | -7.5% | 13.5% | 2.1 | 21.5 | 13.6%
